Source: PubChem
14-3-3 PPI: modulators of 14-3-3 gamma protein binding, primary screen, biochemical, fluorescence polarization; 14-3-3 protein gamma (Homo sapiens), P61981; FP, 14-3-3gamma / TMR-pS259-Raf peptide binding; inhibition, % at 40 µM; 160,000 compounds, 0.19% hits; in the data active = inhibition above about 30%;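 also: 0% = protein plus tracer without compound and 100% = blank with tracer alone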
Target sequence (P61981 whole entry, looked up): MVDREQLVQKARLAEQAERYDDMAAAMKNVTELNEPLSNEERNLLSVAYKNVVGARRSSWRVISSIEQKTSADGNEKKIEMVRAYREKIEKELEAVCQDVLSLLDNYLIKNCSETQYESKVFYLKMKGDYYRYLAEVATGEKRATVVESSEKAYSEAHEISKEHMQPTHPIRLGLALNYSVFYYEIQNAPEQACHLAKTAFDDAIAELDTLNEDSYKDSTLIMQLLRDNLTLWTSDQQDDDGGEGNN
* = called active by the depositor; & = joins results of further samples. These rows are one share of the data (hit frequency here may not be typical).

Results for CCCCCOC(=O)C1[C@H]2C(=O)N(CCCOC)C[C@]23C=C[C@H]1O3 (some centres undefined) ?
14-3-3 PPI: -4.8

How did CCC1(C)Cc2c(sc(NC(=O)CCC(=O)O)c2C#N)CO1 (centres undefined) do in these assays?
14-3-3 PPI: -1.3

How did CCOc1ccc(C(C)=O)cc1CSc1nnc(-c2ccoc2C)n1N do in these assays?
14-3-3 PPI: -11.6

How did O=C(NCCC1=CCCCC1)c1cc(=O)[nH]c2ccc(S(=O)(=O)N3CCOCC3)cc12 do in these assays?
14-3-3 PPI: -0.8

How did CC(=O)Oc1cccc(C2C3=C(CC(C)(C)CC3=O)Nc3ccccc3N2C(=O)c2ccccc2)c1 (centres undefined) do in these assays?
14-3-3 PPI: 0.8

What do the screens show for `O=C(/C=C/c1ccc(O)cc1)c1ccc(O)cc1O`?
14-3-3 PPI: -2.4

What do the screens show for `COc1cc(C2C(C(=O)OC3CCCC3)=C(C)NC3=C2C(=O)CC(c2cccs2)C3)cc([N+](=O)[O-])c1O` (centres undefined)?
14-3-3 PPI: -7.7

Results for Cc1cc(C)c2ccc(N)nc2n1 ?
14-3-3 PPI: 8.7

How did CCSc1nnc2n(-c3ccc(OC)cc3)c(=O)c3c4c(sc3n12)CCCC4 do in these assays?
14-3-3 PPI: -4.4

What do the screens show for `Cc1cc(/C=N/n2cnnc2)c(C)n1-c1ccc2ncccc2c1`?
14-3-3 PPI: -11.9

Results for Cc1nccc2[nH]c(=O)c(C(=O)NC3CCN(Cc4ccccc4)CC3)cc12 ?
14-3-3 PPI: -0.3

Results for CC(C)CN(C(=O)c1ccc(=O)n(C)n1)c1nc2ccccc2s1 ?
14-3-3 PPI: 2.7

How did CCOc1ccc(C(=O)Nc2c(C)ccc3nsnc23)cc1Cl do in these assays?
14-3-3 PPI: -0.5

What do the screens show for `O=C(O)c1cccc(CN2C(=O)CSC2=O)c1`?
14-3-3 PPI: 2.6

How did CCCn1c(=S)[nH]c2cc(C(=O)NCCCOC)ccc2c1=O do in these assays?
14-3-3 PPI: -0.8

Reprinted from the part before: two compounds; new compounds follow.
What do the screens show for `O=C(O)c1cccc(CN2C(=O)CSC2=O)c1`?
14-3-3 PPI: 2.6

How did CCCn1c(=S)[nH]c2cc(C(=O)NCCCOC)ccc2c1=O do in these assays?
14-3-3 PPI: -0.8

Results for N#Cc1cc2c(nc1SCC(=O)N1c3ccccc3Sc3ccccc31)CCCC2 ?
14-3-3 PPI: -42.3

How did Cc1cc(C)nc(Nc2ccc(N3CCCC3)cc2)n1 do in these assays?
14-3-3 PPI: -22.4

Results for CCCC(=O)Nc1sc2c(c1C#N)CC(C)(C)NC2(C)C ?
14-3-3 PPI: -2.6

How did CC(=O)c1c(N2CCc3ccccc3C2)nc(=S)n(-c2ccccc2)c1C do in these assays?
14-3-3 PPI: -11.2

How did COc1cc(CCN2C(=O)c3cccc4cccc(c34)C2=O)c(S(=O)(=O)N2CCCCCC2)cc1OC do in these assays?
14-3-3 PPI: -6.7

How did CC(C)(C)n1nc2c(c1NC(=O)c1cccc(Cl)c1)CS(=O)(=O)C2 do in these assays?
14-3-3 PPI: -10.6

How did CC1CCCCN1S(=O)(=O)c1coc(C(N)=O)c1 (centres undefined) do in these assays?
14-3-3 PPI: 5.6

Results for O=C(O)c1cc(NS(=O)(=O)c2ccc3c4c(cccc24)C(=O)N3)ccc1O ?
14-3-3 PPI: -10.4

Results for COc1cc(NC(=O)CCCC(=O)OCC(F)(F)C(F)F)nc(OC)n1 ?
14-3-3 PPI: 4.6

How did c1ccc(CC2CCN(c3nc4ccccc4n4cnnc34)CC2)cc1 do in these assays?
14-3-3 PPI: -6.2

What do the screens show for `O=C(NCC1CCCO1)c1ccc(N2CC3CC(C2)c2cccc(=O)n2C3)c(NS(=O)(=O)c2ccc(F)cc2)c1` (centres undefined)?
14-3-3 PPI: -9.9

How did Cc1ccc2c(c1)N(CCC(=O)NC(C)(C)C)C(=O)C(C)O2 (centres undefined) do in these assays?
14-3-3 PPI: 6.5

Results for CCOC(=O)c1ccc(NC(=O)CSc2nnc(C)n2-c2ccccc2)cc1 ?
14-3-3 PPI: 7.2

How did O=C(CCS(=O)(=O)c1cccs1)Nc1ccc(C(=O)Nc2ccc(C(F)(F)F)cc2)cc1 do in these assays?
14-3-3 PPI: -13.3

What do the screens show for `Cc1cc(Nc2cc(C#N)c(C#N)cc2[N+](=O)[O-])ccc1Br`?
14-3-3 PPI: -25.3

The last 6 compounds of the section before lead into the next:
How did c1ccc(CC2CCN(c3nc4ccccc4n4cnnc34)CC2)cc1 do in these assays?
14-3-3 PPI: -6.2

What do the screens show for `O=C(NCC1CCCO1)c1ccc(N2CC3CC(C2)c2cccc(=O)n2C3)c(NS(=O)(=O)c2ccc(F)cc2)c1` (centres undefined)?
14-3-3 PPI: -9.9

How did Cc1ccc2c(c1)N(CCC(=O)NC(C)(C)C)C(=O)C(C)O2 (centres undefined) do in these assays?
14-3-3 PPI: 6.5

Results for CCOC(=O)c1ccc(NC(=O)CSc2nnc(C)n2-c2ccccc2)cc1 ?
14-3-3 PPI: 7.2

How did O=C(CCS(=O)(=O)c1cccs1)Nc1ccc(C(=O)Nc2ccc(C(F)(F)F)cc2)cc1 do in these assays?
14-3-3 PPI: -13.3

What do the screens show for `Cc1cc(Nc2cc(C#N)c(C#N)cc2[N+](=O)[O-])ccc1Br`?
14-3-3 PPI: -25.3

Results for COC(=O)C1=C(C)NC(C)=C(C(=O)OC)C1c1cc2ccc(C)cc2[nH]c1=O ?
14-3-3 PPI: 6.6

Results for CCOc1ccc(NC(=O)CCN2CCN(c3ccccc3)CC2)cc1 ?
14-3-3 PPI: 1.6

How did S=c1[nH]nc(-c2ccccc2Cl)n1CC1CCCO1 (centres undefined) do in these assays?
14-3-3 PPI: 3.8

How did Cc1noc(/C=C/N(C)C)c1S(=O)(=O)N1CCCC(C(=O)NCc2ccco2)C1 (centres undefined) do in these assays?
14-3-3 PPI: 4.2

How did CC1CCCC(C)N1C(=O)Cn1c(SCC(=O)Nc2ccc3c(c2)OCO3)nc2ccccc21 (centres undefined) do in these assays?
14-3-3 PPI: 0.7

How did CCOC(=O)CSc1ncnc2c1cnn2-c1ccccc1 do in these assays?
14-3-3 PPI: 7.6

What do the screens show for `CN(C)C(=O)N1CCN(C(=O)N(C)C)CC1`?
14-3-3 PPI: -6.0

How did O=C(CN1CCOCC1)NCCNC(=O)CN1CCOCC1 do in these assays?
14-3-3 PPI: -1.5

Results for O=C(c1ccc2c(c1)OCO2)N(CC1CCCO1)C1(C(=O)NC2CCCCC2)CCCCC1 (centres undefined) ?
14-3-3 PPI: -9.3

What do the screens show for `C=CCn1c(-c2ccncc2)n[nH]c1=S`?
14-3-3 PPI: 8.3

Results for CC1Cc2ccccc2N1C(=O)c1ccc2snnc2c1 (centres undefined) ?
14-3-3 PPI: 3.6

Results for Cc1ccc(S(=O)(=O)Nc2cc(C(=O)O)ccc2N2CCCCC2)cc1 ?
14-3-3 PPI: 1.3&-2.6

What do the screens show for `O=Nc1c2nc3ccccc3n(O)c-2c2ccccc12`?
14-3-3 PPI: -9.1

What do the screens show for `Cc1ccc(S(=O)(=O)Cc2ccc(C(=O)N3CCN(c4ccccn4)CC3)o2)cc1`?
14-3-3 PPI: -0.1

How did CCOc1cc(NC(=O)c2ccco2)c(OCC)cc1NC(=O)CCc1ccccc1OC do in these assays?
14-3-3 PPI: -21.0

What do the screens show for `Cc1ccccc1NC(=O)c1ccc(N(Cc2ccccc2)S(C)(=O)=O)cc1`?
14-3-3 PPI: 3.8

How did COc1ccc(CCNC(=O)Cn2c(=O)n(Cc3ccco3)c(=O)c3ccc(Cl)cc32)cc1OC do in these assays?
14-3-3 PPI: -3.1

How did O=C(NCCc1ccccc1)C1CCN(S(=O)(=O)c2cccs2)CC1 do in these assays?
14-3-3 PPI: -3.8

Results for COc1ccc(NC(=O)N(CCCN(C)C)Cc2cc3cc(OC)ccc3[nH]c2=O)cc1 ?
14-3-3 PPI: -6.4

Results for CCCOc1ccc(N2C(=O)CC(N3CCSCC3)C2=O)cc1 (centres undefined) ?
14-3-3 PPI: -4.5

How did CC(=O)Nc1ccc2nc(NC(=O)c3ccc(S(=O)(=O)N4CC(C)CC(C)C4)cc3)sc2c1 (centres undefined) do in these assays?
14-3-3 PPI: -6.1

Results for O=C1C2CC=C(Cl)CC2C(=O)N1c1cccc(O)c1 (centres undefined) ?
14-3-3 PPI: 1.4

What do the screens show for `O=C(Nc1cccc(-c2nc3ncccc3o2)c1)c1ccc(-c2ccc(Cl)cc2)o1`?
14-3-3 PPI: -25.2

How did C=CCn1c(=N)c(C(=O)NC(C)c2ccccc2)cc2c(=O)n3cc(C)ccc3nc21 (centres undefined) do in these assays?
14-3-3 PPI: -7.2

What do the screens show for `CCC1S/C(=C(\C#N)C(N)=O)N(c2ccc(F)cc2)C1=O` (centres undefined)?
14-3-3 PPI: -6.1

What do the screens show for `CC(C)OC(=O)c1nnc(Cc2ccc(Cl)cc2)o1`?
14-3-3 PPI: -3.8

How did c1ccc2c(c1)nc(N1CCCCC1)c1nncn12 do in these assays?
14-3-3 PPI: -1.3

What do the screens show for `CCSCCOC(=O)C1=C(C)NC2=C(C(=O)CC(C)(C)C2)C1c1ccc(F)cc1` (centres undefined)?
14-3-3 PPI: 13.3

How did CC1(C(=O)NCc2cccnc2)CCC(=O)N1Cc1ccccc1Cl (centres undefined) do in these assays?
14-3-3 PPI: 0.8

Results for CCCCN1CCCCC1C(=O)Nc1c(C)cc(C)cc1C (centres undefined) ?
14-3-3 PPI: -4.0

What do the screens show for `CC1C2NC(=S)N(c3ccc(F)cc3)C1(C)Oc1ccccc12` (centres undefined)?
14-3-3 PPI: -7.7

How did Cc1oc(-c2ccc(Cl)cc2)nc1CN1CCCC(C(=O)NCc2ccco2)C1 (centres undefined) do in these assays?
14-3-3 PPI: -3.4

Results for COC(=O)Cc1ccc2c3ccccc3n(C)c2c1 ?
14-3-3 PPI: 1.0

How did O=c1ccc(-c2ccc(Cl)cc2)n[nH]1 do in these assays?
14-3-3 PPI: 4.0

How did CC(=O)Nc1ccc2nc(NS(=O)(=O)c3ccc(C)cc3)sc2c1 do in these assays?
14-3-3 PPI: -6.8

What do the screens show for `O=C(NCCc1ccccc1)c1c(O)c2cccc3c2n(c1=O)CC3`?
14-3-3 PPI: -5.1&1.3

Results for S=c1[nH]nc(COc2ccccc2)n1C1CCCCC1 ?
14-3-3 PPI: -7.3

How did Cc1nn(C(C)(C)C)c(OC(=O)c2ccccc2F)c1S(=O)(=O)c1ccccc1 do in these assays?
14-3-3 PPI: -0.1

How did O=C(Nc1ccncc1)Nc1ccccn1 do in these assays?
14-3-3 PPI: -5.8

What do the screens show for `CCN1C(=O)NC(c2ccc(Cl)cc2)C(C(=O)OCCOc2ccccc2)=C1C` (centres undefined)?
14-3-3 PPI: -3.4

What do the screens show for `CN1CCCN(c2ccc(N3C(=O)C4C5C=CC(C5)C4C3=O)cc2[N+](=O)[O-])CC1` (centres undefined)?
14-3-3 PPI: 2.8

Results for Cc1cc(NC(=O)CSc2nnc(C(C)N(C)C)n2Cc2ccccc2)no1 (centres undefined) ?
14-3-3 PPI: -5.9

Results for COc1cccc(S(=O)(=O)Nc2ccc(C(=O)N3CCOCC3)cc2)c1 ?
14-3-3 PPI: 10.1

How did CC1CCCN(C(=O)c2ccc3c(c2)C(=O)N(CCC2=CCCCC2)C3=O)C1 (centres undefined) do in these assays?
14-3-3 PPI: 3.2&-4.2

What do the screens show for `Cc1c(NS(=O)(=O)c2ccc3c(c2)c(=O)n(C)c(=O)n3C)c(=O)n(-c2ccccc2)n1C`?
14-3-3 PPI: -8.3

What do the screens show for `CCCOc1ccc(-c2nc(N3CCC(C)CC3)c3ccccc3n2)cc1`?
14-3-3 PPI: -6.0

What do the screens show for `CCCCN(C)c1nc(CC)c2c(c1C#N)CC(C)(C)OC2`?
14-3-3 PPI: 11.4

How did CC1CCC(c2ccc(O)cc2)(c2ccc(O)cc2)CC1 do in these assays?
14-3-3 PPI: -250.2

How did Cc1nnc(NC(=O)c2cc3n(n2)C(C(F)(F)F)CC(C2CC2)N3)s1 (centres undefined) do in these assays?
14-3-3 PPI: -3.4

Results for COC(=O)c1ccc2c(c1)NC(=O)C(N1CCOCC1)S2 (centres undefined) ?
14-3-3 PPI: 0.2

How did CCC(C)NC(=O)Cn1cnc2sc(C)c(S(=O)(=O)N3CC(C)CC(C)C3)c2c1=O (centres undefined) do in these assays?
14-3-3 PPI: -2.5

Results for O=C(CSc1nnc(-c2ccco2)o1)N1c2ccccc2CCc2ccccc21 ?
14-3-3 PPI: -4.0

Results for CC1=C(C(=O)Nc2ccc(F)cc2)C(c2ccncc2)C2=C(CCCC2=O)N1 (centres undefined) ?
14-3-3 PPI: -2.1

What do the screens show for `C=CCOc1ccc(NC(=O)C2CC(=O)N(C(C)C)C2)cc1` (centres undefined)?
14-3-3 PPI: -5.5

What do the screens show for `CCn1c(=NC(=O)c2ccc(S(=O)(=O)N3CCOCC3)cc2)sc2c3ccccc3ccc21`?
14-3-3 PPI: -3.3

What do the screens show for `O=C1NCC(O)=C1C=NC12CC3CC(CC(C3)C1)C2`?
14-3-3 PPI: 3.5

What do the screens show for `COc1ccc(-c2cc(C)[s+]c(-c3ccccc3)c2)cc1`?
14-3-3 PPI: -60.1

Results for CCOC(=O)CN(C(=O)CSc1nnc(CNc2ccc(C)cc2C)n1CC)c1ccccc1 ?
14-3-3 PPI: -4.8

Results for S=c1[nH]c(-c2ccc(Br)cc2)cn1-c1ccc(Cl)cc1 ?
14-3-3 PPI: -2.4

How did O=C1OC(=O)C2C3CCC(O3)C12 (centres undefined) do in these assays?
14-3-3 PPI: 0.7

What do the screens show for `Cc1[nH]c2ccccc2c1SC(=N)N`?
14-3-3 PPI: -4.8

What do the screens show for `Cc1cc(C)cc(OCC(=O)Nc2cc(-c3nc4ccccc4o3)ccc2C)c1`?
14-3-3 PPI: -79.6

Results for COc1ccccc1CNC(=O)c1cc(-c2ccc(Br)s2)nc2ccccc12 ?
14-3-3 PPI: -1.9

Results for CCCS(=O)(=O)N1CCCC(C(=O)NCCCN2CCC(C)CC2)C1 (centres undefined) ?
14-3-3 PPI: 1.8
